SUMO1 PPI mod: SUMO1-SIM interaction modulation; inhibition, % at 20 µM; AID 602429; P63165; SUMO1 binding to a labelled peptide, TR-FRET, 1 h; hit rate 0.33% among 360,000; in the data active means inhibition above about 37%
STEP block: blocks human striatal-enriched tyrosine phosphatase | P54829 | hit rate 0.25% among 360,000 | recombinant STEP, OMFP fluorogenic substrate, fluorescence | inhibition, % at 20 µM;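 active means inhibition at 20 µM, scaled per plate between control wells, above about 37%, limit read from the data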;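 further: 0% = DMSO with enzyme and substrate and 100% = substrate only without enzyme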
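System: STEP (striatal-enriched tyrosine phosphatase) enzyme, cell-free; medium: Bis-Tris pH 6.0 buffer with DTT, detergent; dosing: 20 µM, 1% DMSO; times: reaction 20 min, ambient temperature; detection: fluorescence, 480/540 nm; read-out basis: normalized % inhibition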
Neddylation inh: blocks human cullin neddylation; TR-FRET cullin neddylation, biochemical; calls only at 25 µM; hit rate 0.58% among 360,000; AID 651699; in the data active means inhibition above about 36%
DNMT1 inh: DNMT1 (human) enzyme inhibition. P26358. DNMT1 molecular beacon, Hinp1I cleavage, fluorescence. inhibition (reported as % activation of signal), % at 10 µM. hit rate 0.83% among 360,000; in the data active means inhibition above about 50%
Target sequence (P26358 504-1616 limits assumed): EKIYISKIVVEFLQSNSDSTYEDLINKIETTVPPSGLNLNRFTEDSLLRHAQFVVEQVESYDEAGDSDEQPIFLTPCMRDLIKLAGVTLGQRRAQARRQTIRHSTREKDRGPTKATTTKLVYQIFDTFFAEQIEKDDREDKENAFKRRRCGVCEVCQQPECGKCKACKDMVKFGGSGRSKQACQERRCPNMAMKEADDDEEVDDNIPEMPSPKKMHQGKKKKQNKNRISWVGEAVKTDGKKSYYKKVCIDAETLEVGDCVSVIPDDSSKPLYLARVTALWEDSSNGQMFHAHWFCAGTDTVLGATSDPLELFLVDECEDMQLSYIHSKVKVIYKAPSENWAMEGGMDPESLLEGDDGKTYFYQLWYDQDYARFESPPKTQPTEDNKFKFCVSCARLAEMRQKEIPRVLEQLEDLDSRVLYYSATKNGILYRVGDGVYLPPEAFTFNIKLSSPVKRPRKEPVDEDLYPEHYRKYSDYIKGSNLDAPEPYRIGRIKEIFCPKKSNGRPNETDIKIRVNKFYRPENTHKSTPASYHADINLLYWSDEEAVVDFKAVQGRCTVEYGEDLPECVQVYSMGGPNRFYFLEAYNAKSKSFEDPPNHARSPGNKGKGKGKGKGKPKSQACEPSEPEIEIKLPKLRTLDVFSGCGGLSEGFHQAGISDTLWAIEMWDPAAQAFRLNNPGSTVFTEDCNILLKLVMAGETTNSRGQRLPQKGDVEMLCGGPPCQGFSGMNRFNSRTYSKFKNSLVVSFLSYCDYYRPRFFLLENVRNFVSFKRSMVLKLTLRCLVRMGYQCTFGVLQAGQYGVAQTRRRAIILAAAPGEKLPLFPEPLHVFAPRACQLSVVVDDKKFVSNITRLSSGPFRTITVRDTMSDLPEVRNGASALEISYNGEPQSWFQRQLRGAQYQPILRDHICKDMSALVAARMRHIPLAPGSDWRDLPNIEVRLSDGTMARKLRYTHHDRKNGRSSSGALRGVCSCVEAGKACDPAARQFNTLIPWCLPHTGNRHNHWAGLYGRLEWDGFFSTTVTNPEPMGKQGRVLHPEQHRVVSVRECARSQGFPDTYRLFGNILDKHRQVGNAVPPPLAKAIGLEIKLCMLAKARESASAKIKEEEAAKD
NadD block: inhibitors of Staphylococcus aureus NadD; purified NadD enzyme, colorimetric absorbance read-out; inhibition, % at 20 µM; hit rate 0.78% among 360,000; in the data active means inhibition above about 26%; further: some compounds past the cut are filed as inactive
Scp1 inh: inhibitors of human Scp-1 phosphatase; AID 493091; Q9GZU7; Recombinant Scp1, phosphopeptide, malachite green phosphate absorbance; inhibition, % at 20 µM; hit rate 0.88% among 340,000;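 active means inhibition above about 50% at 20 µM, limit read from the data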;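 further: plate controls were DMSO wells with enzyme for no effect and wells lacking enzyme for full effect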
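Material – SCP-1 phosphatase catalytic domain, residues 76-261 · Buffer or medium – Acidic Tris acetate buffer with magnesium and detergent · Also added – Phospho 17-mer peptide substrate · Compound – single 20 µM dose, 1% DMSO · Times – 45 min room-temperature reaction, 5 min colour, 30 min stabiliser · Technique – Phosphate-binding colour reagent, absorbance read at 630 nm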
SKN-1 block: C. elegans SKN-1 inhibition | C. elegans VP596 Pgst-4::GFP/RFP ratio, acrylamide-induced, 24 h | inhibition, % at 21.8 µM | hit rate 0.49% among 360,000;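 active means interference check ratio from 0.5 to 1.5 plus GFP to RFP signal ratio inhibition reaching or exceeding a fixed threshold, cut at about 30% in these data, passing the limit was not always enough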; further: some compounds called inactive have numbers as strong as hits
LMPTP block: blocks human LMPTP phosphatase. inhibition, % at 20 µM. AID 651560. hit rate 0.22% among 360,000. recombinant LMPTP-A, OMFP fluorogenic substrate, fluorescence intensity;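 active means compounds that cut the enzyme signal by at least half of the control window in the single-dose screen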;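 further: plate controls were DMSO wells with enzyme plus substrate for no effect and substrate without enzyme for full effect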
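Test system: LMPTP-A, protein tyrosine phosphatase of low molecular weight; Input: 0.625 nM enzyme; Incubation: 50 min dark incubation at room temperature; Signal: endpoint fluorescence intensity from OMFP dephosphorylation; Read-out basis: % inhibition versus control wells.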
Tb MetRS inh: blocks T. brucei methionyl-tRNA synthetase activity; inhibition, % at 11.9 µM; purified T. brucei MetRS, ATP depletion, Kinase-Glo luminescence; hit rate 0.4% among 360,000; AID 624268;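 active means inhibition above a per-plate cutoff of the control wells' mean inhibition plus 3 SD, cut at about 5.5% in these data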;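 further: 0% = DMSO wells median and 100% = median of wells with control inhibitor compound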
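technique = Kinase-Glo luminescence, ATP depletion format | system = purified MetRS (methionyl-tRNA synthetase) enzyme from Trypanosoma brucei | timing = 15 min preincubation, 2 h reaction, all 25 °C | evaluation = percent inhibition versus plate control medians | dosing = single dose, 11.9 µM final nominal, 0.9% final DMSO | also added = substrates ATP, L-methionine and bulk Escherichia coli tRNA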
CendR NRP1 mod: modulators of CendR peptide binding to human neuropilin-1; O14786; FAM-RPARPAR peptide binding to NRP-1, fluorescence polarization; inhibition, % at 25 µM; hit rate 0.85% among 360,000; AID 602438;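 active means inhibition or corrected inhibition above about 18%, plus a signal ratio from 0.5 to 1.5, limit read from the data, passing the limit was not always enough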; further: strong numbers were not always called active
* hit, by the source's call; i = inactive; / = not tested or not shown; + = active, no number.

SMILES	SUMO1 PPI mod	STEP block	Neddylation inh	DNMT1 inh	NadD block	Scp1 inh	SKN-1 block	LMPTP block	Tb MetRS inh	CendR NRP1 mod
CCSc1nnc(NC(=O)CSc2nnc(CNC(=O)c3ccc(OC)c(OC)c3)o2)s1	5	-2	i	5	-5	-7	-10	0.5	0.0	-7
COCCC(=O)N1CCC(Oc2ccc(C(=O)N3C[C@@H](C)O[C@@H](C)C3)cc2)CC1	-4	-3	i	-1	0	-3	-3	-0.3	0.1	5
CCN(C(=O)CSc1nc2ccccc2[nH]1)C1CCS(=O)(=O)C1 (stereo not drawn)	6	4	i	0	-2	-4	21	-1.0	0.3	5
CC(C)(C)n1nnnc1C(c1ccc(C(F)(F)F)cc1)N(Cc1ccc(F)cc1)Cc1ccco1 (stereo not drawn)	2	0	i	3	13	-14	-6	2.2	-0.4	4
COc1cc(/C=C/C(=O)O)cc(S(=O)(=O)Nc2ccccc2C(=O)NCCc2ccccc2)c1OC	7	5	i	-1	-4	-6	1	-0.1	-0.5	5
O=C(Nc1ccn(CCCN2CCN(c3ccccn3)CC2)c(=O)n1)OCc1ccccc1	3	-5	i	4	-2	8	-9	-0.5	0.1	11
CC1CCCCC1NC(=O)CCCCCn1c(=S)[nH]c2ccccc2c1=O (stereo not drawn)	2	0	i	5	-3	-4	-1	-1.6	-1.2	-18
CCOc1ccccc1NC(=O)NCCC1=CCCCC1	-2	3	i	0	2	-1	-7	1.2	-0.5	-1
COc1ccc2oc(=O)c(/C(C)=N/Nc3ccccc3)cc2c1	-11	0	i	-5	-3	3	2	-0.1	-0.8	1
O=C(O)CC(c1cccc([N+](=O)[O-])c1)N1Cc2ccccc2C1=O (stereo not drawn)	-10	-3	i	-2	-4	-6	-3	-0.7	0.5	15
COc1ccc(Br)cc1/C=C/C(=O)Nc1c(C)cccc1C	-1	0	i	-7	8	-3	4	2.8	-0.9	2
O=C(O)C(Cc1ccc(O)cc1)N1C(=O)c2ccccc2C1=O (stereo not drawn)	-1	1	i	1	-8	-13	-1	-0.8	0.2	-7
CCOc1ccc(NC(=O)c2nc(SCC)ncc2Cl)cc1	1	-4	i	12	-7	-7	-13	3.2	-1.5	8
CCOc1cc2[nH]c(=S)n(CCCN3CCCC3=O)c(=O)c2cc1OCC	3	-1	i	1	4	-8	-28	0.3	-0.1	-5
COc1ccc(NC(=O)C(OC(=O)Cn2cnc3c2c(=O)n(C)c(=O)n3C)c2ccccc2)cc1Cl (stereo not drawn)	-2	-1	i	2	-6	-2	13	-0.5	-0.5	0
COC(=O)CC1SC(=O)NC1=Nc1cccc(C)c1 (stereo not drawn)	1	-3	i	2	-5	-16	0	-0.3	-0.3	18
CCOc1ccc(N2CC(C(=O)N3CCN(C(=O)c4ccco4)CC3)CC2=O)cc1 (stereo not drawn)	-2	0	i	-1	2	3	13	-0.6	-0.5	-2
COc1ccc(OCc2nnc(SCC(N)=O)n2N)cc1	2	-2	i	1	-3	-3	-7	-0.1	-0.3	-1
O=C(CN1C(=O)NC2(CCOc3ccccc32)C1=O)c1ccc[nH]1 (stereo not drawn)	2	2	i	3	2	11	8	5.1	-0.2	-8
Cc1ccc(NC(=O)C(=O)NCCc2c[nH]c3ccccc23)cc1C	0	2	i	3	-7	-12	3	2.0	-0.1	7
O=[N+]([O-])c1ccc(Oc2ccc(C(F)(F)F)cn2)cc1	-22	1	i	7	-4	-5	29	-0.8	-0.7	7
COc1ccc(Cc2n[nH]c(=S)n2-c2ccc3c(c2)OCCO3)cc1	-1	-2	i	1	-1	-4	-1	-0.3	-0.4	-10
Nc1ccc(-c2cnc(-c3ccc(N)cc3)nc2)cc1	-3	-1	i	-4	-1	-10	15	-0.9	-0.5	-6
O=C(O)CC(c1ccccc1)N1C(=O)c2ccccc2C1=O (stereo not drawn)	2	1	i	2	-3	-11	-7	-1.0	-0.6	12
COc1ccc(Nc2cc3n(c(=O)n2)CCc2cc(OC)c(OC)cc2-3)cc1	16	-1	+	-5	2	-9	8	1.5	-0.5	2
O=C1c2cccc3cccc(c23)C(=O)C1(O)O	-26	6	i	3	-2	-10	16	57*	0.8	54*
COC(=O)CN1C(=O)CC(C)(C)Sc2ccccc21	-1	-4	i	-2	-2	-7	22	-1.1	-0.1	-11
Cc1nc2oc3c(NCc4ccccc4)ncnc3c2c2c1COC(C)(C)C2	4	6	/	-4	3	-9	21	2.6	-0.1	-5
CCc1ccc(NC(=O)/C(C#N)=C/c2ccncc2)cc1	-6	-3	i	3	3	-4	8	-0.6	-0.1	12
CSc1ccc(/C=C/C(=O)NC(=O)c2ccccc2O)cc1	14	2	i	0	0	-11	12	0.7	4.2	-7

Of the compounds above, these contain a COOH group:
SMILES	SUMO1 PPI mod	STEP block	Neddylation inh	DNMT1 inh	NadD block	Scp1 inh	SKN-1 block	LMPTP block	Tb MetRS inh	CendR NRP1 mod
COc1cc(/C=C/C(=O)O)cc(S(=O)(=O)Nc2ccccc2C(=O)NCCc2ccccc2)c1OC	7	5	i	-1	-4	-6	1	-0.1	-0.5	5
O=C(O)CC(c1cccc([N+](=O)[O-])c1)N1Cc2ccccc2C1=O (stereo not drawn)	-10	-3	i	-2	-4	-6	-3	-0.7	0.5	15
O=C(O)C(Cc1ccc(O)cc1)N1C(=O)c2ccccc2C1=O (stereo not drawn)	-1	1	i	1	-8	-13	-1	-0.8	0.2	-7
O=C(O)CC(c1ccccc1)N1C(=O)c2ccccc2C1=O (stereo not drawn)	2	1	i	2	-3	-11	-7	-1.0	-0.6	12

Next compounds
SMILES	SUMO1 PPI mod	STEP block	Neddylation inh	DNMT1 inh	NadD block	Scp1 inh	SKN-1 block	LMPTP block	Tb MetRS inh	CendR NRP1 mod
Cc1ccc2c(c1)C(c1ccc(F)cc1)N(C(=O)c1cc3ccccc3oc1=O)CC(=O)N2 (stereo not drawn)	-3	3	i	1	10	-9	5	-2.0	0.3	0
COc1ccc(N(CC(=O)NCCSc2ccccc2)S(=O)(=O)c2ccccc2)cc1OC	3	1	i	-2	-6	-5	6	0.0	-0.8	-3
Cc1ccc(-c2nc(NC(=O)CSc3nnnn3-c3ccccc3)ns2)cc1	6	-2	i	-9	-5	-2	4	2.0	-1.1	2
CC(C(=O)NCCc1ccc(F)cc1)N1CCN(Cc2ccccc2)CC1 (stereo not drawn)	2	-1	i	0	-7	-11	-3	-0.9	-0.7	-24
C/C(=C\C(=O)OCC(=O)NCc1ccccc1)C(=O)OCC(=O)NCc1ccccc1	-6	0	i	9	2	-3	5	-0.8	0.3	-22
O=C(COC(=O)c1ccc(O)cc1)Nc1ccc(OC(F)F)cc1	-2	-6	i	-2	-3	2	3	1.1	-0.6	-11
COC(=O)c1cc2c(ccn2-c2ccc(F)cc2)n1Cc1ccc(OC)cc1	-4	0	i	-7	-10	-18	8	1.8	-0.3	0
Cc1ccc2ncnc(NCCC(=O)O)c2c1	-1	-5	i	4	-5	-5	-27	-0.5	-0.7	-2
O=S(=O)(Oc1ccccc1/C=N/n1cnnc1)c1ccccc1	-2	-2	i	1	-6	-5	5	-1.0	-0.2	-3
COc1cc(NC(=S)N2CCN(c3ccccn3)CC2)c(OC)cc1Cl	2	9	i	9	-16	4	-5	-0.2	-1.1	0
CCCCCCCCCC(=O)Nn1cnc2ccccc2c1=O	0	-3	i	-18	-4	-3	-2	1.0	-0.5	9
COCCNC(=O)CSc1ccccc1C(=O)NCC1CCCCC1	-1	0	i	-1	-3	13	2	1.0	-0.4	3
Cc1cc(C)n(-c2nc3ccccc3c(=O)n2OCC(=O)Nc2c(C)cccc2C)n1	1	-2	i	0	0	-7	-10	-0.7	-1.3	-6
CC1=NN(C(=O)Cn2nc([N+](=O)[O-])cc2C)C(O)(C(F)(F)F)C1 (stereo not drawn)	-5	3	i	9	1	0	-5	-0.8	-0.9	-4
CCCS(=O)(=O)NC(=O)C1(C)CCCN(C(=O)COCc2ccccc2)C1 (stereo not drawn)	4	0	i	0	-2	/	8	-3.7	-0.1	7
COc1ccccc1N1CCN(C(=O)Cn2nnc(-c3cccs3)n2)CC1	-1	-2	i	0	1	-2	-4	-0.2	0.1	-4
Cc1c(NC(=O)CSCc2ccccc2)cccc1C(=O)O	3	1	i	1	-5	-2	-5	-0.7	-0.6	8
Cc1c(Cl)cccc1N1C(=O)CC(N(O)c2ccccc2)C1=O (stereo not drawn)	3	-1	i	-3	2	-12	4	-0.7	0.1	-1
CCOc1ccccc1CNC(=O)CCNS(=O)(=O)c1ccc2[nH]c(=O)oc2c1	0	1	i	3	1	-3	19	1.4	0.0	7
COc1ccc(C(=O)Nc2cccc(N(C)S(C)(=O)=O)c2)cc1OC	0	0	i	1	-1	-4	-6	-1.3	-1.4	0
COc1ccc(/C=C/c2nnc(NC(=O)C(C)C)s2)cc1	-15	-2	/	-2	-5	-7	-13	0.2	-0.4	-2
O=C(c1ccco1)N1N=C(c2ccc(Cl)cc2)CC1(O)C(F)(F)F (stereo not drawn)	2	-4	i	3	-6	-8	10	-0.4	-0.4	4
Cc1ccc2cc(CNC[C@H]3O[C@@H](n4cc(C)c(=O)[nH]c4=O)C[C@@H]3O)c(N3CCOCC3)nc2c1	-1	3	i	7	5	/	9	-1.4	-0.4	0
CCOC(=O)C1CCN(C(=O)c2cccs2)CC1	1	0	i	8	0	3	-3	-2.7	-0.3	-2
CCN(CC(=O)NCc1ccncc1)S(=O)(=O)c1ccc(OC)cc1	1	-4	i	0	-3	-5	-4	-1.3	-0.2	6
CC(=O)NC(CC(=O)OCC(=O)N1CCN(S(=O)(=O)c2ccc(Cl)cc2)CC1)c1ccccc1 (stereo not drawn)	3	0	i	0	2	2	1	-0.9	-0.5	0
O=C(c1cc(COc2ccc(F)cc2Cl)on1)N1CCSCC1	-2	-3	i	-1	-7	-9	0	-1.4	0.0	-13
CCOC(=O)Cc1nnc(Nc2cccc(O)c2)c2ccccc12	-12	4	i	1	0	-2	-9	-2.6	0.5	11
Cn1c(SCC(=O)N2CCOCC2)nc2cccnc21	-1	-2	i	0	-8	-6	18	0.3	-0.3	4
Cc1ccc2oc(C(=O)NC3CCS(=O)(=O)C3)cc(=O)c2c1 (stereo not drawn)	-7	0	i	2	0	2	7	0.4	0.0	4
CCOC(=O)N1CCN(C(=O)CS(=O)(=O)c2cn(Cc3ccc(Cl)cc3)c3ccccc23)CC1	-2	2	i	-2	-7	-1	-3	-1.4	-0.5	2
COc1cccc(CN(C)C(=O)C2CCN(S(=O)(=O)c3ccc(C)cc3)CC2)c1OC	2	1	i	-3	4	-3	3	0.8	-0.2	11
CCCC(c1nnnn1CCc1ccccc1)N1CCC(C(N)=O)CC1 (stereo not drawn)	7	-6	i	4	-6	-1	3	-0.2	-0.8	18

Compound activity from PubChem.
